Screens: PubChem, NMMLSC
Bcl-B Bim block = inhibitors of Bim-Bcl-B interaction, human | Q9HD36 | bead-based flow cytometry, Bim peptide-Bcl-B binding | inhibition, % at 10 µM | actives 0.073% (n = 190,000) | AID 951;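 further: 0% = tracer peptide without compound and 100% = reference inhibitor peptide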
Target sequence (Q9HD36 whole entry, looked up): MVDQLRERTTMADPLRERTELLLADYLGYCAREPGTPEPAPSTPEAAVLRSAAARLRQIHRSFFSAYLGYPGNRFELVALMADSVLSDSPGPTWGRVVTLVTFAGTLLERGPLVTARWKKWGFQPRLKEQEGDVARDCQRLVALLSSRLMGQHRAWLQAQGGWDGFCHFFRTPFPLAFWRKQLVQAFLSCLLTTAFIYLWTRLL
Bcl-2 Bim block = inhibitors of Bim-Bcl-2 interaction, human; inhibition, % at 10 µM; Bead-based flow cytometry, Bim peptide-Bcl-2 binding; actives 0.06% (n = 190,000); AID 950; P10415; in the data active means inhibition above about 40%; inconclusive means no clear call, values can overlap the other calls;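 further: 0% = no compound wells with probe peptide and 100% = reference peptide inhibitor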
Rac1 wt GTP bind = human Rac1 wildtype GTP binding, inhibitors and activators; actives 0.27% (n = 190,000); GST-Rac1 beads, fluorescent GTP binding, flow cytometry; actives lie on both sides; 0 = cold GTP competed, 100 = untreated; P63000; GTP binding activity (% of control), % at 10 µM;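 active means GTP binding activity at least 20 points away from the 100% control level, either lower or higher; inconclusive means compound flagged as likely green fluorescent, judged across all proteins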
Rab7 wt GTP bind = dog Rab7 wildtype GTP binding, inhibitors and activators; GST-Rab7 beads, fluorescent GTP binding, flow cytometry; actives lie on both sides; untreated = 100%, excess cold GTP = 0%; GTP binding activity (percent of control), % at 10 µM; actives 0.055% (n = 190,000); AID 758;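 active means fluorescent GTP binding to Rab7 beads changed by at least 20 points from the 100% baseline, either direction, mostly lower; inconclusive means compound itself probably fluorescent, or too few beads counted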;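 further: median green fluorescence of bound Bodipy-FL-GTP per Rab7 bead population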
Bim-Bcl-XL = inhibitors of Bim-Bcl-XL interaction, human. Bim peptide-Bcl-XL binding, bead flow cytometry, fluorescence. inhibition, % at 10 µM. AID 1007. actives 0.04% (n = 190,000)
Target sequence (Q07817 whole entry, looked up): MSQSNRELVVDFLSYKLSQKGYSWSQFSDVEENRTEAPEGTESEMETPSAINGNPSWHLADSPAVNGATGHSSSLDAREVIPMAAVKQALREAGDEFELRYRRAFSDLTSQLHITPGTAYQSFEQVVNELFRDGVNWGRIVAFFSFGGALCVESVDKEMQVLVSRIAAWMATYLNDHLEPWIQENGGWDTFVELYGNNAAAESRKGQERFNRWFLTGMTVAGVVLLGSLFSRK
HRas wt GTP = changes GTP binding to wildtype human HRas; AID 759; P01112; GTP binding activity, % at 10 µM; GST-Ras wt beads, Bodipy-FL-GTP binding, flow cytometry; actives lie on both sides; actives 0.14% (n = 190,000);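 active means GTP binding activity at least 20% away from the 100% baseline, either lowered as inhibitor or raised as activator; inconclusive means flagged as likely green fluorescent, judged across all proteins in the well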;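 further: 0% = unlabeled GTP competition control and 100% = no-compound control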
Target sequence (P01112 whole entry, looked up): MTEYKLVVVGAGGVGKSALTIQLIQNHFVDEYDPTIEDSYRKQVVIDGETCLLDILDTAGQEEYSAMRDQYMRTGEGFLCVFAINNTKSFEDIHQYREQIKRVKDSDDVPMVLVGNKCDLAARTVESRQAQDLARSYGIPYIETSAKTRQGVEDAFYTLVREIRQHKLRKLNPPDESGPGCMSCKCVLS
Rac1 mut GTP = alters GTP binding to activated mutant human Rac1. actives 0.11% (n = 190,000). percent activity (GTP binding), % at 10 µM. GST-Rac1 activated beads, fluorescent GTP binding, flow cytometry; actives lie on both sides; 100% means binding = to untreated wells. AID 764;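 active means GTP binding at least 20 percentage points away from the 100% baseline, in either direction, so actives lie on both sides; inconclusive means Compound likely fluorescent itself, or too few beads counted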
Bim-Bfl-1 = human Bim-Bfl-1 interaction inhibition | inhibition, % at 10 µM | Bead-based flow cytometry, Bim-Bfl-1 binding inhibition | actives 0.12% (n = 190,000) | Q16548;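 further: 0% = wells without compound plus tracer and 100% = blocker peptide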
Cdc42 wt = human Cdc42 wildtype GTP binding change, either direction. actives 0.2% (n = 190,000). GST-Cdc42 beads, Bodipy-GTP binding, flow cytometry; actives lie on both sides. percent activity (GTP binding), % at 10 µM. P60953;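 active means percent activity GTP binding at least 20 points away from the 100% baseline, either down as inhibitor or up as activator; inconclusive means compound flagged as likely green fluorescent from well-wide comparison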;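 further: median bead fluorescence of bound Bodipy-FL-GTP at 100 nM; 0% = excess unlabeled GTP control and 100% = no compound control; below 100% means less GTP binding so inhibitor and above means activator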
Target sequence (P60953 whole entry, looked up): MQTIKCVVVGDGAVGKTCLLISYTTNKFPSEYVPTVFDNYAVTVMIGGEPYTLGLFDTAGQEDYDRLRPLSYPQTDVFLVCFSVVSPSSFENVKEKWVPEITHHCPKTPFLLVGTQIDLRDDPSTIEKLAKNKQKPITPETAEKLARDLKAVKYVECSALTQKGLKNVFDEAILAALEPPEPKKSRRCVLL
Rab2A wt mod = changes GTP binding to wildtype dog Rab2A, up or down; actives 0.19% (n = 190,000); GST-Rab2 wt beads, Bodipy-GTP binding, flow cytometry; GTP binding activity, % at 10 µM;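 active means GTP binding activity at least 20 points away from 100%, either lowered or raised; inconclusive means signal likely due to the compound's own green fluorescence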;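 further: 0% = beads with excess unlabeled GTP and 100% = no-compound control corrected for plate trend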
Bim-Bcl-W = disrupts Bim peptide binding to human Bcl-W; Q92843; bead-based flow cytometry; inhibition, % at 10 µM; actives 0.02% (n = 190,000); AID 952;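 further: 0% = bound tracer without compound and 100% = peptide blocker; higher means less fluorescent Bim peptide bound to Bcl-W beads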
* marks the source's active call; other numbers are inactive results; ? = inconclusive. Unless noted, no stated cut-off is given here; in the data, active means inhibition above about 40%.

The first twelve entries, to show the layout:
SMILES	Bcl-B Bim block	Bcl-2 Bim block	Rac1 wt GTP bind	Rab7 wt GTP bind	Bim-Bcl-XL	HRas wt GTP	Rac1 mut GTP	Bim-Bfl-1	Cdc42 wt	Rab2A wt mod	Bim-Bcl-W
Cc1ccc(NC(=O)CCCc2nc3ccccc3s2)c(O)c1	-8	-5	?	?	-4	?	?	-6	?	?	-2
Cc1ccc(CNC(C)(C)CO)cc1	-1	2	102	102	-6	97	98	2	101	95	-1
COCCn1c(SCc2nnc(-c3ccccc3)o2)nc2sc3c(c2c1=O)CCC3	28	1	100	93	0	96	99	0	97	95	0
CCC(=O)c1ccc(N2CCN(C(=O)c3cc([N+](=O)[O-])ccc3F)CC2)c(F)c1	0	-1	100	110	0	100	98	-7	100	101	0
CCOC(=O)C(C)Oc1c(C(=O)OC)sc2ncccc12 (stereo not given)	-1	-1	101	99	0	97	97	-5	98	99	0
CS(=O)(=O)c1ccc(C(=O)OCC(=O)NC2CCS(=O)(=O)C2)cc1[N+](=O)[O-] (stereo not given)	-6	-2	91	99	-3	92	84	-3	88	92	-1
O=C(Cn1c2ccccc2c(=O)c2ccccc21)N/N=C/c1ccc(N2CCCC2)c([N+](=O)[O-])c1	11	19	100	98	10	97	97	15	98	97	4
O=C(O)CCCN1C(=O)/C(=C\c2ccco2)SC1=S	-4	-5	95	100	-5	96	93	-7	94	97	-2
COc1cccc2c(=O)c(C(=O)O)c[nH]c12	0	-2	102	103	1	99	98	-1	101	97	2
CC1(C)CC2(CC(c3ccccc3)c3ccc(O)cc3O2)NC(=S)N1 (stereo not given)	-13	0	93	101	-1	96	91	2	91	96	3
Cc1cc(C)cc(NC(=O)C(=O)NCCc2c[nH]c3ccccc23)c1	6	2	90	96	3	88	86	4	83	89	0
COc1ccc(Br)cc1-c1nc(CCl)cs1	-1	2	91	102	-1	93	90	-1	92	95	0

Results, previewed entries included:
SMILES	Bcl-B Bim block	Bcl-2 Bim block	Rac1 wt GTP bind	Rab7 wt GTP bind	Bim-Bcl-XL	HRas wt GTP	Rac1 mut GTP	Bim-Bfl-1	Cdc42 wt	Rab2A wt mod	Bim-Bcl-W
Cc1ccc(NC(=O)CCCc2nc3ccccc3s2)c(O)c1	-8	-5	?	?	-4	?	?	-6	?	?	-2
Cc1ccc(CNC(C)(C)CO)cc1	-1	2	102	102	-6	97	98	2	101	95	-1
COCCn1c(SCc2nnc(-c3ccccc3)o2)nc2sc3c(c2c1=O)CCC3	28	1	100	93	0	96	99	0	97	95	0
CCC(=O)c1ccc(N2CCN(C(=O)c3cc([N+](=O)[O-])ccc3F)CC2)c(F)c1	0	-1	100	110	0	100	98	-7	100	101	0
CCOC(=O)C(C)Oc1c(C(=O)OC)sc2ncccc12 (stereo not given)	-1	-1	101	99	0	97	97	-5	98	99	0
CS(=O)(=O)c1ccc(C(=O)OCC(=O)NC2CCS(=O)(=O)C2)cc1[N+](=O)[O-] (stereo not given)	-6	-2	91	99	-3	92	84	-3	88	92	-1
O=C(Cn1c2ccccc2c(=O)c2ccccc21)N/N=C/c1ccc(N2CCCC2)c([N+](=O)[O-])c1	11	19	100	98	10	97	97	15	98	97	4
O=C(O)CCCN1C(=O)/C(=C\c2ccco2)SC1=S	-4	-5	95	100	-5	96	93	-7	94	97	-2
COc1cccc2c(=O)c(C(=O)O)c[nH]c12	0	-2	102	103	1	99	98	-1	101	97	2
CC1(C)CC2(CC(c3ccccc3)c3ccc(O)cc3O2)NC(=S)N1 (stereo not given)	-13	0	93	101	-1	96	91	2	91	96	3
Cc1cc(C)cc(NC(=O)C(=O)NCCc2c[nH]c3ccccc23)c1	6	2	90	96	3	88	86	4	83	89	0
COc1ccc(Br)cc1-c1nc(CCl)cs1	-1	2	91	102	-1	93	90	-1	92	95	0
Cc1c(NC(=O)c2cccs2)cccc1C(=O)O	-5	-3	98	96	-2	97	96	1	100	99	-1
COc1ccc(N(C(=O)c2cccnc2)S(=O)(=O)c2ccccc2)cc1	-6	-5	98	96	-4	99	96	-3	96	96	-7
O=C(Cn1cnc2c(nnn2Cc2ccc(F)cc2)c1=O)NCc1ccco1	-8	-16	110	98	-7	99	103	-20	103	97	-2
Cc1ccc(-n2ncc3c(N4CCN(c5ccc(F)cc5)CC4)ncnc32)c(C)c1	-10	-8	97	98	-20	98	95	-13	98	95	1
CCN(CC)C(=O)Oc1ccc(NC(C)=O)cc1	-3	-4	103	101	-20	101	98	-9	99	100	2
CC(=O)c1cc(C(C)=O)c(C)nc1C	-2	1	99	94	-3	97	93	-2	96	96	3
CC(C)N(C(=S)NCc1ccccc1)c1ccccc1	-1	-1	100	104	-2	99	95	-4	94	99	0
COC(=O)Cc1ccc(NC(=S)NCc2ccco2)cc1	-5	1	99	94	-3	98	99	-3	96	98	-1
O=C(O)CC1S/C(=N/N=C/c2ccc(-c3ccc(Cl)c([N+](=O)[O-])c3)o2)NC1=O (stereo not given)	-1	0	90	99	-4	95	91	-2	92	92	-1
COc1cccc(C(=O)C2CCCN(C(=O)c3ccc(C#CC(C)(C)O)cc3)C2)c1 (stereo not given)	-4	-3	105	100	-1	97	97	-6	97	96	-2
N#CC1=C(SCC(=O)NC2CCCCC2)NC(=O)CC1c1ccco1 (stereo not given)	-5	-7	100	100	-9	99	99	-8	102	98	-3
COc1ccc2c(c1)c(C(=O)N/N=C/c1ccc(O)c(O)c1)c(C)n2C	-3	5	102	102	-1	98	97	3	99	98	2
O=c1cc(N2CCCCC2)[nH]c(=O)n1C1CCCCC1	-3	-2	94	101	-2	93	95	2	91	96	-5

Some of the entries so far, with two lines to a compound.
Values run as follows: Bcl-B Bim block, Bcl-2 Bim block, Rac1 wt GTP bind, Rab7 wt GTP bind, Bim-Bcl-XL, HRas wt GTP, Rac1 mut GTP, Bim-Bfl-1, Cdc42 wt, Rab2A wt mod, Bim-Bcl-W
- COCCn1c(SCc2nnc(-c3ccccc3)o2)nc2sc3c(c2c1=O)CCC3
  28, 1, 100, 93, 0, 96, 99, 0, 97, 95, 0
- COc1ccc(N(C(=O)c2cccnc2)S(=O)(=O)c2ccccc2)cc1
  -6, -5, 98, 96, -4, 99, 96, -3, 96, 96, -7

Continued.
SMILES	Bcl-B Bim block	Bcl-2 Bim block	Rac1 wt GTP bind	Rab7 wt GTP bind	Bim-Bcl-XL	HRas wt GTP	Rac1 mut GTP	Bim-Bfl-1	Cdc42 wt	Rab2A wt mod	Bim-Bcl-W
Cn1c(=O)[nH]c2cc(Cl)cnc21	-4	-4	100	100	-3	99	98	-13	100	98	1
Cc1ccc(Nc2c([N+](=O)[O-])ccc3c2=NC2(CCCCC2)N=3)cc1	-2	-5	110	107	-3	106	104	-7	107	103	4
C=C(C)c1cccc(C(C)(C)NC(=O)NCc2ccc(OC)cc2)c1	-4	-5	106	101	-3	103	101	-6	102	99	-2
CCOc1cc(C(=O)Nc2ncn[nH]2)cc(OCC)c1OCC	-3	-3	96	101	-3	97	94	-7	93	95	0
COc1ccc(-c2c(=O)n(OCc3ccccc3[N+](=O)[O-])c3ccccc3[n+]2[O-])c(OC)c1	-2	0	101	105	-2	101	97	4	99	99	2
COc1cc(/C=C(\C#N)c2nc3ccccc3s2)ccc1OCC(=O)Nc1ccccc1	-2	0	104	98	1	101	100	2	100	100	6
O=C(C1CC1)N1CCN=C1SCc1cccc(F)c1	-6	-7	102	102	-4	101	98	-11	101	101	2
Cc1ccc(Nc2nc(C3CC3)cs2)cc1	1	-1	99	99	7	97	100	1	93	99	5
Cc1cc(C)cc(-n2c(C)cc(C(=O)CSc3nnnn3C)c2C)c1	-13	-11	99	99	-4	98	96	-10	93	96	0
CC(C)(C)OC(=O)N1CCC(c2cc(=O)n3[nH]c(-c4ccc(Cl)cc4)cc3n2)CC1	2	0	98	91	1	92	95	-3	94	92	-2
COCCn1c(SCC(=O)N2CCc3ccccc3C2)nc2cc(Cl)ccc2c1=O	0	0	103	99	-5	99	97	0	101	94	0
CN=C(NC#N)SCC(=O)c1ccc(Cl)cc1Cl	-5	1	97	97	-3	97	95	0	94	96	-3
C#CCNC(=O)C1=C[C@@H](c2ccc(Br)cc2)C[C@@H](OCc2ccc(CO)cc2)O1	-6	-2	99	106	-1	99	99	-4	98	99	0
Oc1c(C(c2ccccc2)N2CCN(Cc3ccccc3)CC2)sc2ncnn12 (stereo not given)	-8	-12	106	102	-4	104	99	-9	102	102	-1
Cc1ccc2nc(/C(C#N)=N/O)[nH]c2c1	-9	-13	94	99	-4	97	94	-9	96	97	-1
Cc1cc(NC(=O)c2cncc(Br)c2)n(-c2ccccn2)n1	-3	-5	92	98	-1	95	94	-5	95	94	0
Nc1nnc(N2CCc3ccccc32)s1	-6	-9	108	102	-5	103	105	-10	99	98	2
CC12COC3(C(N)=O)CC1CCC32C (stereo not given)	-8	-7	102	96	-3	96	99	-6	99	97	-2
C=CCn1c(CCc2cc(C(C)(C)C)c(O)c(C(C)(C)C)c2)n[nH]c1=S	-11	-2	101	98	-1	102	97	0	99	101	-1
COc1cc(/C=C2/SC(N)=NC2=O)ccc1Oc1ccc([N+](=O)[O-])cc1[N+](=O)[O-]	-7	0	94	96	-17	94	91	-1	91	91	-13
Cc1cc(NC(=O)COc2c(C)cccc2C)no1	-6	-4	100	102	-4	99	97	-6	96	97	0
